High-throughput results: PubChem, several laboratories
GSH fluor – compound fluorescence on glutathione beads, profiling panel, artefact control, biophysical, 488/530 nm, flow cytometry; hit rate 0.25% among 190,000; GSH beads flow cytometry, compound fluorescence 488/530 nm; hits give high values; fluorescence (KMESF) at 10 µM; in the data active means fluorescence above about 89;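 further: glutathione beads carrying GST-tagged Bcl family fusion proteins plus one bare bead set; values are compound well signal with DMSO vehicle wells as background; inactives centre near 16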
ABCB1 inh – ABCB1 efflux pump inhibitors, primary screen, cell-based, multiplex, flow cytometry, ABCG2 counter-screen | ATP-dependent translocase ABCB1 (Homo sapiens), P08183 | CCRF-Adr cells, JC-1 efflux | inhibition, % at 6.6 µM | hit rate 0.067% among 190,000 | AID 1326, 2008; in the data active means inhibition above about 40%;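 further: 0% = vehicle and 100% = reference inhibitor; higher value means more JC-1 retained so stronger ABCB1 efflux block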
Rab7 wt GTP bind – modulators of GTP binding to Rab7, primary screen, biochemical, wildtype, multiplex bead flow cytometry. AID 758, 2007. GST-Rab7 beads, fluorescent GTP binding; actives lie on both sides; untreated = 100%, excess cold GTP = 0%. GTP binding activity (percent of control), % at 10 µM. hit rate 0.055% among 190,000. Rab7 GTPase wild type (dog), Bodipy-FL-GTP binding;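 active means fluorescent GTP binding to Rab7 beads changed by at least 20 points from the 100% baseline, either direction, mostly lower; inconclusive means compound itself probably fluorescent, or too few beads counted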;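 further: median green fluorescence of bound Bodipy-FL-GTP per Rab7 bead population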
ABCG2 block – ABCG2 efflux pump inhibitors, primary screen, multiplex with ABCB1, IgMXP3 cells, flow cytometry; JC-1 efflux; inhibition, % at 6.6 µM; hit rate 0.1% among 190,000; AID 1325, 2008;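 active means inhibition above 80%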;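 further: 0% = DMSO and 100% = nicardipine control wells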
Target sequence (Q9UNQ0 whole entry, looked up): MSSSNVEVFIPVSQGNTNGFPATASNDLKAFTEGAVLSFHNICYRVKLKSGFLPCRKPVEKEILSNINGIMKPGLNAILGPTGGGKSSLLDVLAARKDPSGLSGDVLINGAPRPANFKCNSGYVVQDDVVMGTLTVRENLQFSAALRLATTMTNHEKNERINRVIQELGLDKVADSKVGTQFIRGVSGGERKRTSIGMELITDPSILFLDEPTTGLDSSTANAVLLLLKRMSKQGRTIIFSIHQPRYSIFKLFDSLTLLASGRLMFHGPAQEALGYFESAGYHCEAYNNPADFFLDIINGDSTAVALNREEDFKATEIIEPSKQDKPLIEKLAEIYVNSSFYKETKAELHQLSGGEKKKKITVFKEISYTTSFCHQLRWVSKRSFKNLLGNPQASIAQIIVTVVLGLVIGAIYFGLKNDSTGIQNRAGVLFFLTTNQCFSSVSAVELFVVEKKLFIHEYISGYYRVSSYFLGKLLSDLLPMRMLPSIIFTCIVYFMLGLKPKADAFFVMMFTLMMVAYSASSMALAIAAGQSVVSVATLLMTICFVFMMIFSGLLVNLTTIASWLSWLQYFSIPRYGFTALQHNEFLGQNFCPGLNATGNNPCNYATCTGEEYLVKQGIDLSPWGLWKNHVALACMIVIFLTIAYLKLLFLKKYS
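test system = two drug-resistant human cell lines, ABCG2 and ABCB1 | amount = 3 million cells/mL final, two lines in 1:1 ratio | reagent = JC-1 transporter substrate | doses = one concentration, 6.6 µM final | incubation = 10 min at 25 °C | signal = flow cytometric JC-1 green MFI at 530 nm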
Avidin bead fluor – green autofluorescence of compounds with avidin beads – biophysical, 488/530 nm, flow cytometry, artefact control, profiling panel. AID 1775, 2009. compound fluorescence 488/530 nm; hits give high values. hit rate 0.38% among 220,000. fluorescence (KMESF) at 10 µM; in the data active means fluorescence above about 47; further: inactives centre near 10
Rac1 wt modul – wildtype Rac1 GTP binding modulators, primary screen, biochemical, GST-Rac1 beads, flow cytometry, multiplex; Ras-related C3 botulinum toxin substrate 1 (Homo sapiens), P63000; fluorescent GTP binding; actives lie on both sides; 0 = cold GTP competed, 100 = untreated; GTP binding activity (% of control), % at 10 µM; hit rate 0.27% among 190,000;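 active means GTP binding activity at least 20 points away from the 100% control level, either lower or higher; inconclusive means compound flagged as likely green fluorescent, judged across all proteins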
Cdc42 wt GTP – modulators of GTP binding to wildtype Cdc42, primary screen, biochemical, multiplex bead flow cytometry, Bodipy-GTP. Cell division control protein 42 homolog (Homo sapiens), P60953. hit rate 0.2% among 190,000. GST-Cdc42 beads; actives lie on both sides. percent activity (GTP binding), % at 10 µM;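 active means percent activity GTP binding at least 20 points away from the 100% baseline, either down as inhibitor or up as activator; inconclusive means compound flagged as likely green fluorescent from well-wide comparison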;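 further: median bead fluorescence of bound Bodipy-FL-GTP at 100 nM; 0% = excess unlabeled GTP control and 100% = no compound control; below 100% means less GTP binding so inhibitor and above means activator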
Target sequence (P60953 whole entry, looked up): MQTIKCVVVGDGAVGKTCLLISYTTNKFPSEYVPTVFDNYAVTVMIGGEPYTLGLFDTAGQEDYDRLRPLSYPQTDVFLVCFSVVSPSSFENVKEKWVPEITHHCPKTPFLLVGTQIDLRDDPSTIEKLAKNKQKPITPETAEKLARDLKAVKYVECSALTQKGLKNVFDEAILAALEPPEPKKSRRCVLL
HRas wt GTP – modulators of GTP binding to HRas wildtype, primary screen, biochemical, bead-based flow cytometry, multiplex | GTPase HRas (Homo sapiens), P01112 | GST-Ras wt beads, Bodipy-FL-GTP binding; actives lie on both sides | GTP binding activity, % at 10 µM | hit rate 0.14% among 190,000 | AID 759, 2007;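 active means GTP binding activity at least 20% away from the 100% baseline, either lowered as inhibitor or raised as activator; inconclusive means flagged as likely green fluorescent, judged across all proteins in the well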;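 further: 0% = unlabeled GTP competition control and 100% = no-compound control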
Target sequence (P01112 whole entry, looked up): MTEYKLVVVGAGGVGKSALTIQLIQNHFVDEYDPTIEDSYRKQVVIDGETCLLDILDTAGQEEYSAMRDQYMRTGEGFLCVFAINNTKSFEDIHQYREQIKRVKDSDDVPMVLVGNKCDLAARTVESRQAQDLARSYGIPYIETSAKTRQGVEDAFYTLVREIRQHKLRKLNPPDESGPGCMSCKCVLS
Pf gametocyte – late stage P. falciparum gametocyte viability inhibitors, primary screen, ATP luminescence, HTS; P. falciparum stage V gametocytes, 24 h; inhibition, % at 10.9 µM; hit rate 0.065% among 150,000;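 active means inhibition above the mean plus 3 SD of compounds within the control limits, set per campaign, cut at about 38% in these data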;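 further: 0% = DMSO wells and 100% = medium only without gametocytes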
Rab2 wt GTP – modulators of GTP binding to Rab2A wildtype, primary screen, biochemical, dog, bead-based flow cytometry, multiplex | Ras-related protein Rab-2A (Canis lupus familiaris), P61105 | GST-Rab2 wt beads, Bodipy-GTP binding | GTP binding activity, % at 10 µM | hit rate 0.19% among 190,000 | AID 760, 2007;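 active means GTP binding activity at least 20 points away from 100%, either lowered or raised; inconclusive means signal likely due to the compound's own green fluorescence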;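 further: 0% = beads with excess unlabeled GTP and 100% = no-compound control corrected for plate trend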
Rac1 mut GTP – GTP binding modulators of activated mutant Rac1, primary screen, biochemical, bead-based flow cytometry, multiplex, fluorescent GTP. Ras-related C3 botulinum toxin substrate 1 (Homo sapiens), P63000. GST-Rac1 activated beads; actives lie on both sides; 100% means binding = to untreated wells. percent activity (GTP binding), % at 10 µM. hit rate 0.11% among 190,000;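 active means GTP binding at least 20 percentage points away from the 100% baseline, in either direction, so actives lie on both sides; inconclusive means Compound likely fluorescent itself, or too few beads counted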
An asterisk follows results filed as active.

`COc1ccc(-c2[nH]c(-c3ccc(F)cc3)nc2SCC(=O)NCc2ccco2)cc1OC` gave GSH fluor 24, ABCB1 inh 0.3, Rab7 wt GTP bind 103, ABCG2 block 1, Avidin bead fluor 6, Rac1 wt modul 97, Cdc42 wt GTP 96, HRas wt GTP 100, Rab2 wt GTP 100 and Rac1 mut GTP 97.
Screening C=CCOC(=O)C(=O)/C=C/c1coc2ccccc2c1=O returned GSH fluor 20, ABCB1 inh -0.6, Rab7 wt GTP bind 95, ABCG2 block -2, Avidin bead fluor 5, Rac1 wt modul 94, Cdc42 wt GTP 95, HRas wt GTP 95, Rab2 wt GTP 94 and Rac1 mut GTP 94.
Cc1cccc(Nc2nnc(SCC(=O)Nc3ccccc3[N+](=O)[O-])s2)c1C was read as GSH fluor 7, ABCB1 inh 1.6, Rab7 wt GTP bind 101, ABCG2 block 3, Avidin bead fluor 2, Rac1 wt modul 104, Cdc42 wt GTP 103, HRas wt GTP 102, Pf gametocyte -1, Rab2 wt GTP 97 and Rac1 mut GTP 101.
Screening O=C(Cn1cc2c(n1)CCCCC2)N1CCCCC1 returned GSH fluor 19, ABCB1 inh -1.8, Rab7 wt GTP bind 97, ABCG2 block -2, Avidin bead fluor 7, Rac1 wt modul 103, Cdc42 wt GTP 100, HRas wt GTP 98, Rab2 wt GTP 99 and Rac1 mut GTP 97.
Screening CCOC(=S)N/C(=N\S(=O)(=O)c1ccc(C)cc1)c1ccccc1 returned GSH fluor 33, ABCB1 inh 0.0, Rab7 wt GTP bind 99, ABCG2 block 0, Avidin bead fluor 15, Rac1 wt modul 100, Cdc42 wt GTP 98, HRas wt GTP 99, Pf gametocyte -12, Rab2 wt GTP 100 and Rac1 mut GTP 97.
Screening COc1cccc(CNC(=O)C2CCN(C(=O)N(C)C)CC2)c1 returned GSH fluor 47, ABCB1 inh 0.4, Rab7 wt GTP bind 104, ABCG2 block 2, Avidin bead fluor 32, Rac1 wt modul 101, Cdc42 wt GTP 103, HRas wt GTP 103, Rab2 wt GTP 102 and Rac1 mut GTP 100.
For S=C(NC1CCCCC1)N1CCn2cccc2C1c1cccnc1 (stereo not given) the results were GSH fluor 16, ABCB1 inh 0.2, Rab7 wt GTP bind 97, ABCG2 block 1, Avidin bead fluor 6, Rac1 wt modul 93, Cdc42 wt GTP 97, HRas wt GTP 98, Pf gametocyte -47, Rab2 wt GTP 99 and Rac1 mut GTP 95.
`COC(=O)c1ccc(C(=O)OC)c(NC(=S)N2CCCC(C)C2)c1` (stereo not given) gave GSH fluor 16, ABCB1 inh 3.6, Rab7 wt GTP bind 97, ABCG2 block 41, Avidin bead fluor 1, Rac1 wt modul 100, Cdc42 wt GTP 100, HRas wt GTP 99, Pf gametocyte 1, Rab2 wt GTP 102 and Rac1 mut GTP 98.
For N=c1ncn(CC(O)CN2CCOCC2)c2nc(N3CCOCC3)[nH]c12 (stereo not given) the results were GSH fluor 28, ABCB1 inh 0.0, Rab7 wt GTP bind 101, ABCG2 block 1, Avidin bead fluor 38, Rac1 wt modul 103, Cdc42 wt GTP 104, HRas wt GTP 101, Rab2 wt GTP 100 and Rac1 mut GTP 100.
`c1cnc(N2CCSCC2)nc1` gave GSH fluor 28, ABCB1 inh 1.2, Rab7 wt GTP bind 100, ABCG2 block 59, Avidin bead fluor 37, Rac1 wt modul 108, Cdc42 wt GTP 105, HRas wt GTP 102, Rab2 wt GTP 100 and Rac1 mut GTP 100.
Screening O=S(=O)(NCC1CCCO1)c1cnc(Cl)c(Cl)c1 (stereo not given) returned GSH fluor 8, ABCB1 inh 0.4, Rab7 wt GTP bind 100, ABCG2 block -1, Avidin bead fluor 6, Rac1 wt modul 105, Cdc42 wt GTP 99, HRas wt GTP 102, Pf gametocyte -28, Rab2 wt GTP 100 and Rac1 mut GTP 100.
`COc1ccc([N+](=O)[O-])cc1NC(=O)CSc1ccc2ccccc2c1` gave GSH fluor 10, ABCB1 inh -0.1, Rab7 wt GTP bind 99, ABCG2 block 3, Avidin bead fluor 5, Rac1 wt modul 104, Cdc42 wt GTP 102, HRas wt GTP 99, Rab2 wt GTP 99 and Rac1 mut GTP 100.
`CCC(Oc1ccc2ccccc2c1)C(=O)O` (stereo not given) gave GSH fluor 15, ABCB1 inh 0.0, Rab7 wt GTP bind inconclusive, ABCG2 block 0, Avidin bead fluor 6, Rac1 wt modul inconclusive, Cdc42 wt GTP inconclusive, HRas wt GTP inconclusive, Pf gametocyte -1, Rab2 wt GTP inconclusive and Rac1 mut GTP inconclusive.
Screening O=C1CC2c3ccccc3C1C1C(=O)N(CCO)C(=O)C21 (stereo not given) returned GSH fluor 25, ABCB1 inh 0.5, Rab7 wt GTP bind 98, ABCG2 block 2, Avidin bead fluor 10, Rac1 wt modul 106, Cdc42 wt GTP 101, HRas wt GTP 100, Pf gametocyte -2, Rab2 wt GTP 101 and Rac1 mut GTP 96.
CN(C1CCCCC1)S(=O)(=O)c1ccccc1 was read as GSH fluor 15, ABCB1 inh -0.3, Rab7 wt GTP bind 104, ABCG2 block -1, Avidin bead fluor 11, Rac1 wt modul 100, Cdc42 wt GTP 105, HRas wt GTP 104, Pf gametocyte 12, Rab2 wt GTP 106 and Rac1 mut GTP 101.
CCc1nc(SCC(=O)c2ccc(Cl)s2)c2oc3ccccc3c2n1 was read as GSH fluor 15, ABCB1 inh 0.1, Rab7 wt GTP bind 99, ABCG2 block 0, Avidin bead fluor 38, Rac1 wt modul 104, Cdc42 wt GTP 101, HRas wt GTP 100, Rab2 wt GTP 100 and Rac1 mut GTP 98.
CCc1c(C(=O)Nc2cc(C)cc(C)c2)[nH]c(C)c1C(C)=O was read as GSH fluor 19, ABCB1 inh 0.2, Rab7 wt GTP bind 103, ABCG2 block 1, Avidin bead fluor 5, Rac1 wt modul 102, Cdc42 wt GTP 102, HRas wt GTP 101, Rab2 wt GTP 100 and Rac1 mut GTP 98.
For c1ccc(Cc2nn[nH]n2)cc1 the results were GSH fluor 13, ABCB1 inh 0.0, Rab7 wt GTP bind 101, ABCG2 block 0, Avidin bead fluor 24, Rac1 wt modul 106, Cdc42 wt GTP 103, HRas wt GTP 103, Rab2 wt GTP 101 and Rac1 mut GTP 99.
Screening COc1ccc(/C=N/NC(=O)CCSc2nc3ccccc3s2)cc1OC returned GSH fluor 10, ABCB1 inh 0.6, Rab7 wt GTP bind inconclusive, ABCG2 block 1, Avidin bead fluor 2, Rac1 wt modul inconclusive, Cdc42 wt GTP inconclusive, HRas wt GTP inconclusive, Pf gametocyte -8, Rab2 wt GTP inconclusive and Rac1 mut GTP inconclusive.
`COc1ccc(CNC(=O)c2ccc3nccnc3c2)cc1` gave GSH fluor 25, ABCB1 inh 0.3, Rab7 wt GTP bind 96, ABCG2 block 2, Avidin bead fluor 8, Rac1 wt modul 101, Cdc42 wt GTP 99, HRas wt GTP 97, Rab2 wt GTP 95 and Rac1 mut GTP 97.
Screening Cc1cccc(N(CC(=O)N/N=C/c2cc([N+](=O)[O-])ccc2Cl)S(C)(=O)=O)c1C returned GSH fluor 8, ABCB1 inh 1.9, Rab7 wt GTP bind 96, ABCG2 block 4, Avidin bead fluor 49*, Rac1 wt modul 97, Cdc42 wt GTP 96, HRas wt GTP 98, Rab2 wt GTP 95 and Rac1 mut GTP 95.
NC(=O)C1(N2CCCCC2)CCN(C2CC(=O)N(Cc3ccc(N4CCCC4=O)cc3)C2=O)CC1 (stereo not given) was read as GSH fluor 32, ABCB1 inh 0.1, Rab7 wt GTP bind 97, ABCG2 block 1, Avidin bead fluor 6, Rac1 wt modul 100, Cdc42 wt GTP 101, HRas wt GTP 101, Pf gametocyte -9, Rab2 wt GTP 99 and Rac1 mut GTP 98.
For COc1ccc(-c2nnc(-c3cc(OC)c(OC)c(OC)c3)o2)cc1OC the results were GSH fluor 30, ABCB1 inh -0.3, Rab7 wt GTP bind 96, ABCG2 block 8, Avidin bead fluor 2, Rac1 wt modul 106, Cdc42 wt GTP 99, HRas wt GTP 100, Rab2 wt GTP 99 and Rac1 mut GTP 98.
For Cc1cc(NC(=O)c2cc(-c3ccc(C)c(C)c3)nc3ccccc23)no1 the results were GSH fluor 11, ABCB1 inh 1.9, Rab7 wt GTP bind 94, ABCG2 block 13, Avidin bead fluor 4, Rac1 wt modul 101, Cdc42 wt GTP 102, HRas wt GTP 98, Pf gametocyte -18, Rab2 wt GTP 96 and Rac1 mut GTP 98.
Screening CNc1nc(N)c(C(=O)Nc2cc(C)on2)s1 returned GSH fluor 12, ABCB1 inh -2.4, Rab7 wt GTP bind 103, ABCG2 block -2, Avidin bead fluor 11, Rac1 wt modul 100, Cdc42 wt GTP 92, HRas wt GTP 95, Pf gametocyte 2, Rab2 wt GTP 100 and Rac1 mut GTP 94.
CCN(Cc1ccccc1)C(=O)COC(=O)c1cc(=O)[nH]c2ccccc12 was read as GSH fluor 19, ABCB1 inh 0.3, Rab7 wt GTP bind 103, ABCG2 block 8, Avidin bead fluor 6, Rac1 wt modul 97, Cdc42 wt GTP 97, HRas wt GTP 96, Pf gametocyte -4, Rab2 wt GTP 100 and Rac1 mut GTP 96.
`c1ccc(Oc2ncnc3sccc23)cc1` gave GSH fluor 23, ABCB1 inh 0.8, Rab7 wt GTP bind 99, ABCG2 block 12, Avidin bead fluor 5, Rac1 wt modul 98, Cdc42 wt GTP 97, HRas wt GTP 98, Pf gametocyte -4, Rab2 wt GTP 97 and Rac1 mut GTP 100.

Rows are unselected. Share with any hit: about 1.1%.
